Compound activity: PubChem, National Center for Advancing Translational Sciences (NCATS)
NTMT1 inhibitor = NTMT1 methyltransferase inhibition; Q9BV86; NTMT1 MTase-Glo SAH luminescence, purified enzyme; Potency, µM (series often up to 114 µM), for inactives: at the highest dose activity change, negative = inhibition, usual class: inhibitors; 2.5% of 59,000 active;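 note: potency is the fitted concentration of half-maximal effect; plate controls were DMSO vehicle for no effect and no enzyme for full effect; nearly all actives have a fitted effect of over 65% in size; many of its hits are not listed in these tables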
Target sequence (Q9BV86 whole entry, looked up): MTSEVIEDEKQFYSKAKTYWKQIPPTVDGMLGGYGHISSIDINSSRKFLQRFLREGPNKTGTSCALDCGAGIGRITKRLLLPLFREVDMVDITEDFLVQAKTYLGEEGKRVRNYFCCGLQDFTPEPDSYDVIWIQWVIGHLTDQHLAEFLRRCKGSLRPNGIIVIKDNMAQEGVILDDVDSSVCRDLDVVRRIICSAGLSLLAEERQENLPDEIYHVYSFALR
GALK inhibitor = inhibits human galactokinase; P51570; recombinant GALK, Kinase-Glo ATP luminescence, 1 h; Potency, µM (series often up to 57.5 µM), without a hit: top-dose activity, negative = inhibition, most hits filed as inhibitors; 44,000 tested, under 10 active;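 note: plate controls were full GALK reaction for no effect and reaction lacking GALK for full effect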
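Luminescent ATP-depletion readout (Kinase-Glo Plus, 10 min) after 1 h RT reaction of 5 nM GALK, 35 uM ATP, 100 uM galactose, pH 8.0 HEPES buffer. Decreased kinase activity scored as inhibition.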
PTAP-TSG101 blk = TSG101-PTAP interaction inhibition, HIV-1 budding; Q99816; Fluorescence polarization, FITC-PTAP peptide/Tsg101, 20 min; Potency, µM (highest dose often 115 µM), for inactives: top-dose activity change, negative = inhibition, actives largely listed as inhibitors; 44,000 tested, under 10 active; note: potency is the fitted concentration of half-maximal effect; 0% is about no effect
Target sequence (Q99816 whole entry, looked up): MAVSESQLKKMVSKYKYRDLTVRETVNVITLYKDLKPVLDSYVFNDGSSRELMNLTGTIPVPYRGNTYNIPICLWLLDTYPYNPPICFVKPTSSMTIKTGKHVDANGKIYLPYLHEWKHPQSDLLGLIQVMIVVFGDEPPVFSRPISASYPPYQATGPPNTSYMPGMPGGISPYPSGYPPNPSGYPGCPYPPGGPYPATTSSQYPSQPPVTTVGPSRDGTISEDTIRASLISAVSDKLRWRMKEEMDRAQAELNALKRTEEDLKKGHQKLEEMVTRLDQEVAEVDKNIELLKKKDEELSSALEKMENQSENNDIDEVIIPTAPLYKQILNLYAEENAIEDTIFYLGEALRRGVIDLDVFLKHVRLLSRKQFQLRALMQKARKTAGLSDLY
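Compounds pinned into 10 uM Tsg101 binding domain, then 50 nM FITC-PTAP peptide added in pH 7.5 HEPES buffer; FP read after 20 min, room temperature. Total S+P intensity flags fluorescent compounds; active cut-off <25 µM, efficacy <60%.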
FH mod = Identification of activators of human fumarate hydratase by quantitative high-throughput screening; Fumarate hydratase, mitochondrial (Homo sapiens), P07954; FH coupled MDH/diaphorase resazurin fluorescence, 15 min; Potency, µM (titrated, usually from 79.9 µM), inactives show at the highest dose activity change, negative = inhibition, hits mostly inhibitors; 0.22% of 54,000 active; note: potency is the fitted concentration of half-maximal effect; % is set by controls: 0 for no effect and ±100 for the full control effect; the screen sought activators but most active calls are inhibition curves; nearly all actives have a fitted effect of over 45% in size
B2AR arrestin ag = ADRB2 beta-arrestin recruitment; Potency, µM (doses to about 46.1 µM), without a hit: at the top dose activation, hits mostly activators; HTLA Tango cells, beta-arrestin recruitment, luciferase luminescence, 18 h; 44,000 tested, under 10 active; P07550; AID 1347077;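 note: potency is the fitted concentration of half-maximal effect; 0% = DMSO and full agonism = EC100 isoproterenol or metaproterenol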
Target sequence (P07550 whole entry, looked up): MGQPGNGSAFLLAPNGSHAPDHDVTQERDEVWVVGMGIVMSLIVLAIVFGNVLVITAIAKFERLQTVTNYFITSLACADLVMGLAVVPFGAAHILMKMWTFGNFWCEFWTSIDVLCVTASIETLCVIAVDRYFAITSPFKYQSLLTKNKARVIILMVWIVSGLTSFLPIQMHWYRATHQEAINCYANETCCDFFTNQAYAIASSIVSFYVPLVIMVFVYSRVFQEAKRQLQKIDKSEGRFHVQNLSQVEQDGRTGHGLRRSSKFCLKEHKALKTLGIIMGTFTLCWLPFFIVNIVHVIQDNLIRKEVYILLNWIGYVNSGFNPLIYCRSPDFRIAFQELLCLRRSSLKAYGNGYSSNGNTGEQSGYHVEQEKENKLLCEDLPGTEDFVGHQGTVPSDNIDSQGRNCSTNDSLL
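Receptor–beta-arrestin recruitment read by tTA-responsive luciferase: compound titrations (up to 46 µM) incubated 18 h with Tango cells, then luminescent substrate 15 min at room temperature. Concentration-response fits classified by r2, efficacy and activity.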
p53null 32C kill = kills p53 null cells at the permissive temperature; H1299-neo p53 null cells, ATP luminescence, 24 h, 32C; Potency, µM (top dose mostly 46.1 µM), without a hit: at the top dose activity change, negative = cytotoxicity, most hits filed as cytotoxic; 0.62% of 55,000 active; AID 903;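 note: potency is the fitted concentration of half-maximal effect; 0% = DMSO only and -100% = full killing by 100 µM tamoxifen; nearly all actives have a fitted effect of over 55% in size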
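Cytotoxicity: H1299-neo (no p53), 32C, 24 h treatment. Concentrations up to 46 uM. Readout cellular ATP, luminescence. Normalization to DMSO basal and tamoxifen 100 uM maximal kill.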
p53null 39C kill = kills p53 null cells at the nonpermissive temperature; 0.97% of 55,000 active; Potency, µM (highest dose often 46.1 µM), inactives show top-dose activity, negative = cell killing, most hits filed as cytotoxic; H1299 p53-null (neo) cells, 39C, ATPlite viability, 24 h; AID 904;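 note: potency is the fitted concentration of half-maximal effect; 0% = DMSO only and -100% = full killing by 100 µM tamoxifen; nearly all actives have a fitted effect of over 50% in size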
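H1299 lung cancer cells, p53-null (H1299-neo) or expressing p53 A138V (H1299-p53A138V), were plated overnight at 37C, then exposed to compounds at up to 46 uM for 24 hr at 39C. Viability was read by ATP-based luminescence.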
The depositor's hits bear a star; ? = inconclusive; · = no result given; [ ] = dose if it differs, or a comment. Calls come from the whole dose curve; as a rule, active = well fitted curve in the direction sought with a large enough effect; inconclusive = small, poorly fitted or top-dose-only effect, or another doubt; inactive = no such curve, though single readings can be large; an effect the other way counts as inactive or inconclusive.

molecule	NTMT1 inhibitor	GALK inhibitor	PTAP-TSG101 blk	FH mod	B2AR arrestin ag	p53null 32C kill	p53null 39C kill
COc1cc(OC)c(NC(=O)c2cc(S(=O)(=O)N3CCCC3)cn2C)cc1Cl	14%	-2%	1%	-2%	0%	1%	3%
CCOc1ccccc1CNC(=O)CCn1cccn1	-1%	-2%	-1%	-8%	0%	-10%	-9%
Cn1c(=O)n(C)c2cc(NS(=O)(=O)c3ccc(F)cc3)ccc21	8%	1%	7%	-25%	0%	2%	?
Cc1ccc(C(=O)NCC(=O)OCc2cc(=O)n3ccsc3n2)cc1	-7%	0%	-8%	-1%	1%	-1%	-11%
COc1cc2ccccc2cc1C(=O)Nc1cccc(-c2nc3cc(C)c(C)cc3o2)c1	?	0%	-2%	-2%	0%	-11%	8%
Cc1cc(C)cc(OC(C)C(=O)Nc2c(C(=O)c3ccccc3)oc3ccccc23)c1 (centres undefined)	5%	2%	-1%	-2%	0%	4%	-17%
COc1ccc(N2CC(NC(=O)/C=C\c3ccc(OC)c(OC)c3)CC2=O)cc1 (centres undefined)	8%	-1%	-9%	-11%	-4%	0%	5%
CCc1ccc(S(=O)(=O)c2cnc3ccc(OC)cc3c2N2CCCC(C)C2)cc1 (centres undefined)	18%	6%	3%	?	0%	?	30%[activator]
CCn1cc(C(=O)N2CCN(c3cc(Cl)ccc3C)CC2)c(=O)c2cc(S(=O)(=O)N3CCCCC3)ccc21	27%	-1%	-4%	?	1%	8%	-16%
COc1ccc(-c2nnc(SCC(=O)NCCc3ccccc3)nc2-c2ccc(OC)cc2)cc1	-1%	1%	2%	-14%	4%	-3%	17%
CCCN(C(=O)c1cc2c(=O)oc3ccc(C)cc3c2s1)c1ccc(OCC)cc1	9%	-1%	-1%	-10%	1%	2%	30%[activator]
CN1C(=O)Cc2cc(S(=O)(=O)NCc3ccc(Cl)cc3)ccc21	-6%	0%	-9%	-8%	-2%	19%	-2%
COc1cccc(NC(=O)Cn2c(=O)n(-c3ccc(C)cc3)c(=O)c3ccc(C(=O)NCc4ccco4)cc32)c1	10%	8%	-3%	-3%	1%	10%	-21%
O=C1CN(C(=O)c2ccccc2C(F)(F)F)C(c2ccccc2)c2cc(F)ccc2N1 (centres undefined)	1%	1%	-4%	15%	-1%	-5%	-22%
CCCCNC(=O)c1cccc(NC(=O)c2nsc3ccccc23)c1	-2%	-6%	-1%	-6%	0%	-26%	-15%
N#Cc1ccccc1Cn1nnc2c(=O)[nH]c(C3CCCN(S(=O)(=O)c4ccc(F)cc4)C3)nc21 (centres undefined)	21%	0%	-3%	-4%	-2%	-1%	7%
COC(=O)c1ccccc1NC(=O)C1=C(C)C(=O)OC12CCC(C)CC2 (centres undefined)	-2%	1%	-4%	-4%	1%	-6%	3%
Cc1ccc(CSc2oc(-c3ccco3)nc2S(=O)(=O)c2ccc(Br)cc2)cc1	?	-2%	4%	-15%	1%	11%	10%
Cc1cc(C)c2c(=O)cc(C(=O)NCCc3ccc(S(N)(=O)=O)cc3)oc2c1	5%	-1%	2%	-6%	0%	0%	1%
Cc1ccc(Cl)cc1N1CCN(S(=O)(=O)c2ccc3c(c2)C(C(C)C)C(=O)N3)CC1 (centres undefined)	2%	0%	-5%	-27%	-1%	41%[activator]	41%[activator]
O=c1cc(CN2CCN(S(=O)(=O)c3ccccc3)CC2)nc2sc(-c3ccccc3Cl)nn12	-1%	2%	-7%	-18%	0%	-7%	?
Cc1cccc(C)c1Nc1c(-c2ccsc2)nc2ccc(Cl)cn12	-1%	1%	0%	-29%	1%	-5%	-6%
COC(=O)c1cc2sccc2n1Cc1nc(-c2cccc(Cl)c2)oc1C	-1%	6%	1%	-21%	0%	-2%	-5%
Cc1cccc(NC(=O)CSc2cn(CC(=O)N3CCOCC3)c3ccccc23)c1C	2%	3%	0%	-19%	-1%	4%	-21%
COc1ccc(S(=O)(=O)c2cc(NS(=O)(=O)c3ccc(Cl)cc3)c(C)c(C)c2O)cc1	11%	2%	1%	-10%	0%	-11%	-8%
CCOCCCN(Cc1ccco1)C(=O)c1cc2c(=O)[nH]c3ccc(C)cc3c2s1	?	0%	2%	?	2%	7%	-7%
Cc1ccc(OCCn2c(-c3ccc(Cl)cc3)nc3ccccc3c2=O)c(C)c1	·	0%	2%	·	1%	-2%	29%
CCN(CC)c1ccc(-c2nc(-c3ccncc3)no2)cc1[N+](=O)[O-]	4%	3%	4%	-9%	-3%	-10%	7%
Cc1ccc2c(c1)c1c(c(=O)n(-c3ccccc3C)c(=O)n1CC(=O)NCCC1=CCCCC1)n2C	-28%	4%	-11%	-2%	-1%	1%	-1%
Cc1ccc(CN2C(=O)N(c3ccccc3)C(=O)C2CC(=O)Nc2ccccc2)cc1 (centres undefined)	2%	-1%	-8%	-4%	-2%	-5%	-7%
Cc1ccc(Nc2nnc(-c3ccc(C)c(S(=O)(=O)N4CCOCC4)c3)c3ccccc23)cc1	10%	17%	2%	-14%	-1%	35%[activator]	?
COc1cccc(-c2nnc(SCC(=O)N(C)C3CCCCC3)o2)c1	-1%	6%	-1%	-3%	-3%	-11%	-2%
CCCCOC(=O)c1ccc(NC(=O)CSc2nc3c(c(=O)[nH]2)CCCC3)cc1	2%	4%	0%	-8%	-2%	-3%	-10%
Cc1cccc(NC(=O)CSc2nc3ccccc3c3nc(CCn4cncc4C)nn23)c1	5%	-2%	1%	-14%	-3%	8%	-6%
CCOC(=O)N1CCc2c(sc3c2c(=O)n(Cc2ccccc2)c(=O)n3CC(=O)Nc2cccc(C)c2)C1	-2%	1%	0%	-20%	0%	-1%	-15%
CCCNC(=O)CSc1c2c(nc3ccc(Cl)cc13)CCCC2	-18%	8%	-7%	-4%	1%	28%	57%[activator]
CCOC(=O)c1ccccc1NC(=O)CCc1c(C)nc2c(c1C)c(=O)n(C)c(=O)n2C	?	7%	-1%	-12%	-2%	-1%	12%
O=S(=O)(c1ccc2nc(N3CCN(c4ccccc4)CC3)ccc2c1)N1CCCCC1	1%	0%	-5%	0%	2%	-2%	6%
COc1ccc2c(c1)c1c(c(=O)n(-c3cccc(Cl)c3)c(=O)n1C)n2C	6%	-2%	2%	-2%	0%	-4%	18%
COc1ccccc1CCNC(=O)c1ccc(-c2nc(CSc3ccc(C)cc3)c(C)o2)cc1	10%	2%	-4%	-12%	1%	-2%	23%
CCOc1ccc(CNC(=O)c2ccc3c(c2)nnn3C2CCCC2)cc1	2%	5%	-2%	-11%	-1%	-11%	-18%
COc1ccc(-c2oc3ncn4nc(COc5cccc(C)c5C)nc4c3c2-c2ccc(OC)cc2)cc1	?	4%	0%	6%	1%	17%	12%
CC(=O)c1sc2c(c1C)c(=O)n(-c1ccc(Cl)cc1)c(=O)n2Cc1ccc(Cl)cc1	5%	-2%	1%	-2%	-1%	-5%	-3%
Cc1ccc(OCC(=O)N(Cc2ccco2)Cc2ccco2)cc1C	-9%	0%	-6%	-15%	-1%	-7%	-10%
CCN(CC)S(=O)(=O)c1ccc(NC(=O)NCc2noc3ccc(C)cc23)cc1	1%	4%	1%	?	3%	11%	33%[activator]

Among those listed so far, three contain fluorine:
molecule	NTMT1 inhibitor	GALK inhibitor	PTAP-TSG101 blk	FH mod	B2AR arrestin ag	p53null 32C kill	p53null 39C kill
Cn1c(=O)n(C)c2cc(NS(=O)(=O)c3ccc(F)cc3)ccc21	8%	1%	7%	-25%	0%	2%	?
O=C1CN(C(=O)c2ccccc2C(F)(F)F)C(c2ccccc2)c2cc(F)ccc2N1 (centres undefined)	1%	1%	-4%	15%	-1%	-5%	-22%
N#Cc1ccccc1Cn1nnc2c(=O)[nH]c(C3CCCN(S(=O)(=O)c4ccc(F)cc4)C3)nc21 (centres undefined)	21%	0%	-3%	-4%	-2%	-1%	7%

Later entries
molecule	NTMT1 inhibitor	GALK inhibitor	PTAP-TSG101 blk	FH mod	B2AR arrestin ag	p53null 32C kill	p53null 39C kill
Cc1cccc2c1-c1sc(C(=O)N3CCN(c4cccc(Cl)c4)CC3)cc1CO2	9%	4%	0%	-8%	1%	?	0%
CCC(O)c1cc2c(cc1NC(=O)c1ccccc1F)OCCO2 (centres undefined)	-8%	-1%	-2%	6%	1%	?	27%
CCCCC(CC)CNC(=O)c1ccc2c(=O)n(Cc3ccc(OC)cc3)c(=O)[nH]c2c1 (centres undefined)	11%	7%	0%	-15%	1%	1%	34%[activator]
Cc1ccc(CS(=O)(=O)c2ncc(Cl)c(C(=O)Nc3nnc(C(C)C)s3)n2)cc1	21%	0%	0%	4%	-2%	1%	?
CCc1cccc(C)c1NC(=O)C(CC)Sc1nncn2c1cc1occc12 (centres undefined)	-5%	2%	3%	0%	0%	-12%	-8%
CCOc1ccc(C(=O)c2cn(CC(=O)Nc3cc(OC)cc(OC)c3)c3ccc(F)cc3c2=O)cc1	79µM*	0%	-3%	-7%	1%	15%	-8%
O=C1c2[nH]nc(-c3ccc(F)cc3)c2C(c2ccccc2F)N1c1ccccc1 (centres undefined)	4%	-16%	1%	-22%	0%	60%[activator]	30%[activator]
CCC(C)NC(=O)c1[nH]c2cc(OC)ccc2c1Sc1ccc(C)cc1 (centres undefined)	5%	0%	-2%	?	-3%	12%	3%
CC(CCc1ccccc1)NC(=O)CSc1n[nH]c(-c2ccc(F)cc2)n1 (centres undefined)	1%	-1%	0%	-21%	0%	-9%	-6%
CC(=O)Nc1nonc1-c1nnc(SCc2ccccc2)n1C	-5%	1%	-11%	11%	-3%	-6%	-10%
COc1ccc(-c2nc(CSCC(=O)NCc3ccccc3Cl)c(C)o2)cc1OC	-6%	-1%	-2%	-11%	1%	5%	-12%
COc1cc(NC(=O)C2CCN(S(=O)(=O)c3c(C)noc3/C=C/c3ccccc3F)CC2)cc(OC)c1OC	2%	-1%	-6%	-22%	1%	22%	10%
CC(=O)Nc1ccc(/C=C/c2noc(-c3ccccc3O)n2)cc1	-1%	0%	-1%	-29%	1%	-3%	14%
CC(C)CN(CCCNC(=O)Cn1ncc2c3ccccc3n(C)c2c1=O)CC(C)C	-5%	0%	-1%	-1%	-3%	6%	-29%
Cc1ccc(C)c(NC(=O)Cn2c(=O)n(CCC(C)C)c(=O)c3cccnc32)c1	9%	0%	-7%	-22%	0%	-3%	-13%
COc1ccccc1CNC(=O)c1cc2c(s1)-c1ccc(Cl)cc1SC2	-9%	8%	1%	-14%	-3%	-6%	-22%
COCCOC(=O)Cn1nnc2sc(-c3ccccc3)cc2c1=O	6%	0%	1%	-2%	-2%	-4%	-7%

Only part of the results is shown (hit frequency here may not be typical).
